# AHR activator: AHR activators, primary screen, cell-based, luminescence, luciferase reporter, human | Aryl hydrocarbon receptor (Homo sapiens), P35869 | AHR-responsive luciferase reporter cells | activation, % at 5 µM | actives 2.5% (n = 320,000); in the data active means activation above about 47%;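 further: 0% = vehicle wells and 100% = reference agonist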
# Target sequence (P35869 whole entry, looked up): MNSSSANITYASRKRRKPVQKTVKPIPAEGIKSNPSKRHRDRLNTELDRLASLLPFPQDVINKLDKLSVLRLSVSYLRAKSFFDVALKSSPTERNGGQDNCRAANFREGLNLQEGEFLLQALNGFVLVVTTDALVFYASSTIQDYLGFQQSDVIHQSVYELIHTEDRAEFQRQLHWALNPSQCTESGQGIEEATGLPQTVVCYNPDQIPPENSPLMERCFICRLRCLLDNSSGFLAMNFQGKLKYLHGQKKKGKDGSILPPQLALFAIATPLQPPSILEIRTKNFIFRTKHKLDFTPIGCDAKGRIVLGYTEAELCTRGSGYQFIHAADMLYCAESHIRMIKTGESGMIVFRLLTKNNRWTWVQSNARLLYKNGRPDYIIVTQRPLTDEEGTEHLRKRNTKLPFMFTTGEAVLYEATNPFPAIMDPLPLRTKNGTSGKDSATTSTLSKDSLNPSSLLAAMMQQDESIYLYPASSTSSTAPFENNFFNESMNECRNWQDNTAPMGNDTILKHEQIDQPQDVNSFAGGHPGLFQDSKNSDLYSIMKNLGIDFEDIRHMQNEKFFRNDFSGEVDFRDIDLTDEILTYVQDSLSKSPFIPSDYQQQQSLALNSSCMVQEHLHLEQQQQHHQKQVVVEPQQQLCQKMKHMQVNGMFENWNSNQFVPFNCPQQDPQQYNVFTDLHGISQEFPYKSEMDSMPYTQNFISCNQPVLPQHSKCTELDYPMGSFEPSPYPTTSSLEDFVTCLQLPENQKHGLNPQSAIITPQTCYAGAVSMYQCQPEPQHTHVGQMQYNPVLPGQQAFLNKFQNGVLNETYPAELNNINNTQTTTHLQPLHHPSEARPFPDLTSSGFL
# procasp3 activ: activators of human procaspase-3 D3A mutant, primary screen, biochemical, absorbance, PC-3 D3A mutant, single concentration | Caspase-3 (Homo sapiens), P42574 | recombinant procaspase-3 D3A, Ac-DEVD-pNA absorbance 405 nm | activation, % at 8.5 µM | actives 0.11% (n = 330,000) | AID 463141, 2010;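 active means activation above the mean of all tested compounds plus 3 SD, cut at about 21% in these data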;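 further: 0% = DMSO alone and 100% = DMSO wells spiked with extra 5 µM PC-3 D3A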
# Target sequence (P42574 whole entry D9A/D28A/D175A): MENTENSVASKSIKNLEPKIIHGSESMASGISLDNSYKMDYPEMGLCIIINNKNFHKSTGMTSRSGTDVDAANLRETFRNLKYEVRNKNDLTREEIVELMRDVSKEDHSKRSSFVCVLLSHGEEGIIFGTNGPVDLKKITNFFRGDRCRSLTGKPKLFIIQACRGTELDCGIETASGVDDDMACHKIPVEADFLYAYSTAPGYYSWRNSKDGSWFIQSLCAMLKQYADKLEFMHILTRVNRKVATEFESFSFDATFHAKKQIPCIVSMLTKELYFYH
#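 Assay system – Procaspase-3 D3A mutant · Benchmarks – DMSO low control, extra-enzyme high control · Technique – 405 nm absorbance of p-nitroaniline, reads at 0 and 120 min · Doses – 8.5 µM nominal · Measure – % activation between DMSO and enzyme-spiked controls · Also added – Ac-DEVD-pNA chromogenic peptide substrate · Schedule – 1 h compound preincubation, 2 h substrate hydrolysis at 25 °C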
# MEP2 TOR yeast: modulators of MEP2-GFP levels in yeast, primary screen, S. cerevisiae, multiplex flow cytometry, MLPCN library; actives 0.51% (n = 330,000); GFP response vs DMSO, % at 10 µM; S. cerevisiae MEP2-GFP strain, 3 h; 100% = DMSO control level;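 active means GFP response versus DMSO above a set limit, roughly screen mean plus 3 SD, cut at about 180% in these data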;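 further: median GFP fluorescence of the barcode-gated MEP2-GFP cells per well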
# RPL19A-GFP yeast: RPL19A-GFP expression modulators in yeast, primary screen, cell-based, S. cerevisiae, multiplex flow cytometry, MLPCN; actives 0.3% (n = 330,000); percent response vs DMSO, % at 10 µM; S. cerevisiae RPL19A-GFP strain, 3 h; stronger effect = lower value;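 active means percent response vs DMSO below 50%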;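 further: median channel GFP fluorescence of the barcoded RPL19A-GFP strain; ratio of sample median GFP to plate DMSO average so 100% = DMSO; lower means less RPL19A-GFP as with rapamycin TOR inhibition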
# proCasp7 act: procaspase-7 activators, primary screen, counter-screen for procaspase-3 activator project, biochemical, absorbance, HTS, human. Caspase-7 (Homo sapiens), P55210. recombinant procaspase-7, Ac-DEVD-pNA absorbance 405 nm; D23A/D198A/D206A triple mutant, cannot self-cleave; scale: DMSO 0, 5 µM enzyme 100. activation, % at 8.5 µM. actives 0.093% (n = 330,000). AID 463210, 2010;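 active means percent activation above the screen-wide mean plus 3 SD, cut at about 25% in these data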
#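 signal = Epi-absorbance of released pNA at 405 nm, two timepoints | assay system = Uncleavable procaspase-7 mutant enzyme | reagent = Ac-DEVD-pNA substrate, 400 µM as added | times = 1 h enzyme–compound preincubation and 2 h substrate reaction, both 25 °C | benchmarks = low DMSO alone, high DMSO plus 5 µM PC-7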
# LAP4-GFP MLPCN: modulators of LAP4-GFP expression in yeast, primary screen, S. cerevisiae, multiplex flow cytometry, MLPCN library; 3 h; median GFP as percent of DMSO wells; GFP response vs DMSO, % at 10 µM; actives 0.34% (n = 320,000);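 active means GFP response vs DMSO above a set limit, about the screen mean plus 3 SD, cut at about 150% in these data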
# AGP1-GFP MLPCN: modulators of AGP1-GFP expression in yeast TOR pathway, primary screen, cell-based, multiplex flow cytometry, S. cerevisiae, MLPCN library. 3 h; GFP as percent of DMSO wells. GFP response vs DMSO, % at 10 µM. actives 0.02% (n = 320,000). AID 2066, 2009;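 active means GFP response relative to DMSO above a set limit, near screen average plus 3 SD, cut at about 150% in these data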;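 further: median GFP channel fluorescence of the gated AGP1 strain per well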
# CIT2-GFP yeast: modulators of CIT2-GFP expression in yeast, primary screen, S. cerevisiae, GFP fusion, multiplex flow cytometry, MLPCN library; S. cerevisiae CIT2-GFP strain, 3 h; 100 means same as DMSO wells; GFP response vs DMSO, % at 10 µM; actives 0.065% (n = 320,000); AID 2029, 2009;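 active means GFP response relative to DMSO above a set limit, near the screen mean plus 3 SD, cut at about 150% in these data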;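 further: ratio of well median GFP fluorescence to mean of DMSO wells on the plate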
# * marks the source's active call; other numbers are inactive results; / = no result given; [ ] = remark or other dose.
SMILES,AHR activator,procasp3 activ,MEP2 TOR yeast,RPL19A-GFP yeast,proCasp7 act,LAP4-GFP MLPCN,AGP1-GFP MLPCN,CIT2-GFP yeast
Cc1cc(C)c2c(c1)C1(OCCO1)C(=O)N2,28,9,106,100,-2,112,113,95
Cc1sc2nc(SCC(=O)N(C)C)[nH]c(=O)c2c1C,44,5,109,114,11,114,120,116
Cc1ccc(Nc2cc(C)nc3ccccc23)c(C)c1,5,-2,96,94,-2,111,104,87
CC(=O)N1CCN(c2ccc(NC(=O)c3ccc4ccccc4c3)cc2)CC1,-11,-2,102,104,0,90,94,102
O=C(CNS(=O)(=O)c1ccc(Cl)cc1)NNC(=O)c1cccnc1,0,-1,99,94,-3,98,97,100
Fc1cccc(Cl)c1CNCCCSc1ncccn1,2,14,100,98,10,90,88,99
COc1ccccc1C1CCN(Cc2ccc(Cl)c(Cl)c2)CC1,3,7,97,105,2,95,98,99
COc1cccc(C(=O)OCC(=O)Nc2ccccc2N2CCOCC2)c1,-2,7,102,104,0,98,109,108
CC(C)c1csc(CN2CCCC(CCC(=O)NCc3ccccc3F)C2)n1 (configuration not stated),-1,6,101,101,-3,92,97,100
CC(=O)n1cc([C@@H]2C=C(C(=O)Nc3ccccc3)O[C@H](OCc3ccc(CO)cc3)C2)c2ccccc21,21,-3,94,98,-5,113,86,83
Cc1cc(=O)n2nc(N3CCC(C(=O)N4CCN(Cc5ccccc5)CC4)CC3)sc2n1,-1,14,95,94,-2,92,91,84
Cc1ccc(NS(=O)(=O)c2ccc3[nH]c(=O)sc3c2)cc1,2,-4,96,91,4,100,/,93
CC(C)(C)C(=O)Nc1ccccc1C(=O)NCCC(=O)Nc1ccccc1,3,-1,97,97,7,90,102,100
CCC(Oc1ccccc1)C(=O)Nc1ccccc1C(=O)N1CCN(C)CC1 (configuration not stated),1,2,113,111,2,84,99,/
COc1ccc(S(=O)(=O)c2c(O)c3ccc(C(=O)Nc4ccccc4F)cc3[nH]c2=O)cc1,1,6,94,100,-3,92,99,98
O=C(NCc1cccs1)c1cccnc1Cl,-3,-1,106,103,-1,102,101,97
O=C(OCC(=O)N(Cc1ccccc1)C1CCS(=O)(=O)C1)c1cc2c(s1)CCCC2 (configuration not stated),0,1,106,97,-4,90,94,101
CCOC(=O)N1CCN(C(=S)NC(=O)c2cncc(Br)c2)CC1,1,-10,100,106,-24,98,110,107
CCCCNc1c(-c2ccc(SC(C)CC)c(OC)c2)nc2ccc(Cl)cn12 (configuration not stated),-1,3,93,94,-5,110,88,90
Cc1cc(NC(=O)c2cnn3cccnc23)no1,5,7,105,102,1,101,103,107

# Nothing new here: entries from further up.
SMILES,AHR activator,procasp3 activ,MEP2 TOR yeast,RPL19A-GFP yeast,proCasp7 act,LAP4-GFP MLPCN,AGP1-GFP MLPCN,CIT2-GFP yeast
COc1ccccc1C1CCN(Cc2ccc(Cl)c(Cl)c2)CC1,3,7,97,105,2,95,98,99
COc1cccc(C(=O)OCC(=O)Nc2ccccc2N2CCOCC2)c1,-2,7,102,104,0,98,109,108
CC(C)c1csc(CN2CCCC(CCC(=O)NCc3ccccc3F)C2)n1 (configuration not stated),-1,6,101,101,-3,92,97,100
CC(=O)n1cc([C@@H]2C=C(C(=O)Nc3ccccc3)O[C@H](OCc3ccc(CO)cc3)C2)c2ccccc21,21,-3,94,98,-5,113,86,83
Cc1cc(=O)n2nc(N3CCC(C(=O)N4CCN(Cc5ccccc5)CC4)CC3)sc2n1,-1,14,95,94,-2,92,91,84
Cc1ccc(NS(=O)(=O)c2ccc3[nH]c(=O)sc3c2)cc1,2,-4,96,91,4,100,/,93
CC(C)(C)C(=O)Nc1ccccc1C(=O)NCCC(=O)Nc1ccccc1,3,-1,97,97,7,90,102,100
CCC(Oc1ccccc1)C(=O)Nc1ccccc1C(=O)N1CCN(C)CC1 (configuration not stated),1,2,113,111,2,84,99,/
COc1ccc(S(=O)(=O)c2c(O)c3ccc(C(=O)Nc4ccccc4F)cc3[nH]c2=O)cc1,1,6,94,100,-3,92,99,98
O=C(NCc1cccs1)c1cccnc1Cl,-3,-1,106,103,-1,102,101,97
O=C(OCC(=O)N(Cc1ccccc1)C1CCS(=O)(=O)C1)c1cc2c(s1)CCCC2 (configuration not stated),0,1,106,97,-4,90,94,101
CCOC(=O)N1CCN(C(=S)NC(=O)c2cncc(Br)c2)CC1,1,-10,100,106,-24,98,110,107
CCCCNc1c(-c2ccc(SC(C)CC)c(OC)c2)nc2ccc(Cl)cn12 (configuration not stated),-1,3,93,94,-5,110,88,90
Cc1cc(NC(=O)c2cnn3cccnc23)no1,5,7,105,102,1,101,103,107

# Other compounds follow:
SMILES,AHR activator,procasp3 activ,MEP2 TOR yeast,RPL19A-GFP yeast,proCasp7 act,LAP4-GFP MLPCN,AGP1-GFP MLPCN,CIT2-GFP yeast
N#CC(C#N)C(c1ccsc1)c1c(-c2ccccc2)[nH][nH]c1=O (configuration not stated),17,2,100,97,3,99,98,100
CCC(=O)N1CCc2cc(Br)cc(S(=O)(=O)NCCN3CCCC3)c21,0,8,103,103,4,98,101,97
COC(=O)C1CCN(C(=O)COC(=O)c2ccc(N3CCCC3=O)cc2)CC1,1,4,94,95,4,91,98,90
Cc1ccc(-c2nnn(CC(=O)N(CC(=O)NC(C)C)c3cnc4ccccc4c3)n2)o1,0,1,101,95,-7,107,94,97
Cc1ccc(OCc2nnc(NC(=O)c3ccco3)s2)cc1,-1,0,99,95,-5,103,93,91
COC(=O)C1C(c2ccc(Cl)cc2)NC(c2ccc(Cl)cc2)C(C(=O)OC)S1(=O)=O (configuration not stated),-2,3,93,97,5,86,94,94
CCOc1ccc(NS(=O)(=O)c2cnc(Cl)c(Cl)c2)cc1,1,-1,109,107,-6,94,97,86
CC(=O)N/C(=C\c1ccc(Br)s1)C(=O)O,2,-6,102,93,4,100,96,93
CCOC(=O)/C(C#N)=C/c1c(N2CCN(c3ccc(OC)cc3)CC2)nc2c(C)cccn2c1=O,/,/,104,101,/,101,94,88
Cc1cccc(C(=O)NC2CCN(CC(=O)NCc3cccs3)CC2)c1,3,12,88,96,16,99,95,89
COc1cc(/C=N/NC(=O)CN(CCc2ccccc2)S(=O)(=O)c2ccc(NC(C)=O)cc2)cc(OC)c1OC,5,8,100,99,2,96,107,103
COc1ccc(OC)c(NC(=O)c2sc3ncnc(N4CCN(c5ccccn5)CC4)c3c2C)c1,-4,-3,106,105,2,101,104,106
COc1ccc(Cn2c(=O)[nH]c3cc(C(=O)NCCCN4CCCCCC4)ccc3c2=O)cc1,-1,-2,93,98,3,90,101,79
NC(=O)c1ccc(-c2nnn(CC(=O)Nc3cccc(S(=O)(=O)N4CCCC4)c3)n2)cc1,2,-2,109,103,-3,120,107,91
CCOC(=O)C1CCN(C(=S)NC(=O)c2cccs2)CC1,2,1,132,87,-15,97,16,98
COc1ccccc1N1CCN(Cc2ccc(-c3ccccc3[N+](=O)[O-])o2)CC1,35,-13,107,106,0,93,102,102
COc1ccc(OC)c(S(=O)(=O)Nc2cnc3ccccc3c2)c1,7,0,97,96,4,106,103,93
CCOc1ccc2c(c1)C(N(CCN1CCOCC1)C(=O)Nc1ccccc1)CC(C)(C)O2 (configuration not stated),1,-1,104,99,9,107,101,102
COC(=O)Oc1ccc(/C=C/C(=O)OC(C)C)cc1OC(=O)OC,-4,-6,111,111,-8,102,98,107
CCOC(=O)c1cc2sc(C)cc2n1CC(=O)N1CCN(C(=O)c2ccco2)CC1,0,15,99,97,2,94,91,90

# Rewritten as tab-separated lines: part of the list above
Structure	AHR activator	procasp3 activ	MEP2 TOR yeast	RPL19A-GFP yeast	proCasp7 act	LAP4-GFP MLPCN	AGP1-GFP MLPCN	CIT2-GFP yeast
NC(=O)c1ccc(-c2nnn(CC(=O)Nc3cccc(S(=O)(=O)N4CCCC4)c3)n2)cc1	2	-2	109	103	-3	120	107	91
COc1ccc(Cn2c(=O)[nH]c3cc(C(=O)NCCCN4CCCCCC4)ccc3c2=O)cc1	-1	-2	93	98	3	90	101	79

# Following part.
SMILES,AHR activator,procasp3 activ,MEP2 TOR yeast,RPL19A-GFP yeast,proCasp7 act,LAP4-GFP MLPCN,AGP1-GFP MLPCN,CIT2-GFP yeast
O=S(O)OC1CS(=O)(=O)CC1c1ccccc1 (configuration not stated),0,5,111,107,6,108,102,106
CSc1nc2nc(-c3cccs3)cc(C(F)(F)F)c2c(=O)[nH]1,7,2,102,105,4,97,98,95
CC(NS(=O)(=O)c1ccc2c(c1)C(C)(C)C(=O)N2C)c1ccccc1 (configuration not stated),0,2,101,95,4,102,96,94
CC(C)NC(=O)Nc1cccs1,1,0,108,98,1,104,98,96
COCC(C)OC(=O)c1c(N)n(-c2ccc(OC)c(OC)c2)c2nc3ccccc3nc12 (configuration not stated),3,3,101,104,16,109,109,104
C=CCNC(=S)NCCCCC1NC(=S)N(CC=C)C1=O (configuration not stated),3,-5,104,96,-2,96,98,95
COc1ccc(Cl)cc1NS(=O)(=O)c1cccc(C(=O)NCC(c2ccco2)N(C)C)c1 (configuration not stated),3,-5,103[may fluoresce green],102[may fluoresce green],1,99[may fluoresce green],105[may fluoresce green],102[may fluoresce green]
CCOC(=O)c1c(C)n(C)c2ccc(OC)c(NS(=O)(=O)CC)c12,56*,-3,101,109,-7,96,109,109
O=C(CNC(=S)N(CCCN1CCOCC1)Cc1cccs1)NC1CCCCC1,-3,5,93,97,5,95,99,96
CSc1ncccc1C(=O)OCC(=O)Nc1ccc(S(=O)(=O)N2CCCC2)cc1,1,0,93,96,7,77,87,92
O=C(CCN=C1NS(=O)(=O)c2ccccc21)OCc1nnc(-c2ccc([N+](=O)[O-])cc2)o1,4,8,110,108,-1,124,110,103
C[C@@H]1NC(=O)c2cc([N+](=O)[O-])cc(I)c2NCCCC[C@@H](C(N)=O)NC(=O)[C@H](CCC(=O)O)NC1=O,1,-13,83,92,-22,120,80,71
Cc1cc(C(=O)OCC(=O)N2CCOCC2)ccc1[N+](=O)[O-],1,7,91,96,0,99,96,92
CCn1c(CNC(=O)c2ccco2)nnc1SCC(=O)c1ccccc1,2,4,99,102,5,92,92,99
Cc1ccc(OCC(=O)Nc2cc(NC(=O)COc3ccc(C)cc3)cc(C(=O)O)c2)cc1,-1,9,110,101,5,93,96,103
Cc1cc(C(=O)N[C@H](c2ccccc2)[C@@]2(C)C[C@@H]2[C@@H](C)C(=O)Nc2ccc3ccccc3c2)n(C)n1,9,-5,89,101,-1,127,87,96
CCC(C(=O)NCCc1c[nH]c2cc(OC)ccc12)c1ccccc1 (configuration not stated),6,-4,109,107,-4,98,101,101
COc1ccccc1CN1CC(C(=O)NCCSc2nnnn2C)CCC1=O (configuration not stated),-2,0,98,101,-2,97,99,96
COc1ccc(C(=O)N/C(=C\c2ccco2)C(=O)NCc2ccco2)cc1,0,3,109,92,-5,96,67,99
Cc1cc(C)nc(CCNC(=O)CC2C(=O)NCCN2Cc2ccc(F)cc2Cl)n1 (configuration not stated),-1,4,100,101,6,103,104,99

# Source: PubChem BioAssay (several laboratories)
